Screens (PubChem)
MCL1-BIM inh: inhibitors of human MCL1 binding to BIM-BH3 peptide | inhibition, % at 10.9 µM | actives 0.68% (n = 320,000) | Q07820 | AID 2057 | GST-MCL1 / FITC-Bim-BH3 fluorescence polarization;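 active means inhibition above the mean inhibition of all tested compounds plus 3 SD, set per campaign, cut at about 40% in these data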;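 further: 0% = DMSO wells and 100% = unlabeled Bim-BH3 peptide control; higher means more loss of mP so more displacement of Bim peptide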
GLD-1 TGE inh: GLD-1-TGE RNA interaction inhibition (C. elegans). Q17339. purified GLD-1 + fluorescein TGE RNA, fluorescence polarization. inhibition, % at 5.96 µM. actives 0.44% (n = 320,000). AID 2280;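 active means percent inhibition above a per-plate cutoff, the plate mean of test compounds plus 3 SD, cut at about 30% in these data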;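 further: 0% = DMSO wells with GLD-1 and probe and 100% = wells lacking GLD-1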
AGP1-GFP MLPCN: modulators of TOR pathway AGP1-GFP in S. cerevisiae | AID 2066 | actives 0.02% (n = 320,000) | S. cerevisiae AGP1-GFP multiplex flow cytometry, 3 h; GFP as percent of DMSO wells | GFP response vs DMSO, % at 10 µM;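 active means GFP response relative to DMSO above a set limit, near screen average plus 3 SD, cut at about 150% in these data; inconclusive means fewer than 70 cells counted for the yeast strain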;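 further: median GFP channel fluorescence of the gated AGP1 strain per well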
GRK2 aptamer HTS: inhibitors of human GRK2 displacing RNA aptamer | AID 488847 | bead flow cytometry, FAM-aptamer displacement from GRK2 | inhibition of aptamer binding, % at 10 µM | actives 0.59% (n = 330,000);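 active means inhibition of aptamer binding above 40%, roughly 3 SD of noise, on plates passing a quality check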;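 further: median bead fluorescence of bound FAM aptamer so fluorescent compounds give negative values; no value below 0 was filed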
CIT2 TOR yeast: alters CIT2-GFP fluorescence in TOR pathway yeast screen; S. cerevisiae CIT2-GFP strain, flow cytometry, 3 h; 100 means same as DMSO wells; GFP response vs DMSO, % at 10 µM; actives 0.065% (n = 320,000); AID 2029;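 active means GFP response relative to DMSO above a set limit, near the screen mean plus 3 SD, cut at about 150% in these data; inconclusive means Fewer than 70 cells measured for a yeast strain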;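 further: ratio of well median GFP fluorescence to mean of DMSO wells on the plate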
MEX-5 binding: C. elegans MEX-5 TCR-2 RNA binding activity; MEX-5/FITC-TCR2 RNA binding, fluorescence polarization; hits give low values; activity score (negative = inhibition of binding), % at 10 µM; actives 0.38% (n = 300,000);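 active means inhibition past about -25% in most replicates, and total fluorescence under double the plate's negative control median, limit read from the data; inconclusive means replicates evenly split on the limit, or fluorescence at least double controls; inactive means too little inhibition in most replicates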;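 further: 0% = DMSO and -100% = 5 µM competing unlabeled TCR2 RNA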
Bcl-xL primary: inhibitors of human Bcl-xL; GST-Bcl-xL / FITC-Bim BH3 peptide fluorescence polarization; actives 0.7% (n = 320,000); inhibition, % at 10.9 µM;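 active means inhibition above the mean of all tested compounds plus 3 SD, cutoff set per campaign, cut at about 30% in these data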;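 further: 0% = DMSO wells and 100% = unlabeled Bim-BH3 peptide competitor; inhibitors lower millipolarization by displacing the labeled peptide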
VLA-4 inh: inhibition in a human VLA-4 binding assay; VLA-4 expressing cells, ligand binding flow cytometry; inhibition, % (about 7 µM as worked out from the volumes in the protocol); actives 0.2% (n = 330,000); in the data active means inhibition above about 50%
Target sequence (P13612 whole entry, looked up): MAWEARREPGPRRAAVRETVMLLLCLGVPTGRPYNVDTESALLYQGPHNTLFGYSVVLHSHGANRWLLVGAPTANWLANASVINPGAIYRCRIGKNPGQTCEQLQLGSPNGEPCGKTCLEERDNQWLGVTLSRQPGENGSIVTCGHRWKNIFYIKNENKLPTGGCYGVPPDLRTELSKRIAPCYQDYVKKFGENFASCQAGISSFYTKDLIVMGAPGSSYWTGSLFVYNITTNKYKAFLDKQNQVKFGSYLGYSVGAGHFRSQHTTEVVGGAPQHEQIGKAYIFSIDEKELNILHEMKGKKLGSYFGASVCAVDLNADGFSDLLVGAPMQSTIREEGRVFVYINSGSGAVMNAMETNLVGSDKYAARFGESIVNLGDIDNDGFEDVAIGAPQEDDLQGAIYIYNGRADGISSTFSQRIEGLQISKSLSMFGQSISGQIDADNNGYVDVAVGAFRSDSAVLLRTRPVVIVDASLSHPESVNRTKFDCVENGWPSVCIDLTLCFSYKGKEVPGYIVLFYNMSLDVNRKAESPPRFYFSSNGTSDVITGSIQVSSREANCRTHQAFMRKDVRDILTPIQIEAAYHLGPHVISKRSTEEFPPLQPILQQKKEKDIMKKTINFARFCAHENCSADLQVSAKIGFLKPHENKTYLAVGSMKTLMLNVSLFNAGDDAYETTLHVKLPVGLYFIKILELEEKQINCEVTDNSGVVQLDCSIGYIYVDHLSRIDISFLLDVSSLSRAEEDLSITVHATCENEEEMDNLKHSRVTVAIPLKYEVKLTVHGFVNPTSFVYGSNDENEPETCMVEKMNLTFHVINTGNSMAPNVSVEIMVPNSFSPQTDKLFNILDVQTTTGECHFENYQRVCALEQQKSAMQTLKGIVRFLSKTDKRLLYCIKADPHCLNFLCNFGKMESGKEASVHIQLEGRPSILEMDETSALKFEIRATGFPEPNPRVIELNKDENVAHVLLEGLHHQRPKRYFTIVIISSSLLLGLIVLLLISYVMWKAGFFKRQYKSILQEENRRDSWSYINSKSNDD
Fam108B counter: counter-screen for RBBP9 inhibitors: inhibitors of mouse Fam108B | recombinant Fam108B, FP-Rh probe fluorescence polarization | inhibition, % at 9.51 µM | AID 1947 | actives 0.33% (n = 300,000);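 active means inhibition above the screen mean inhibition plus 3 SD, computed separately per campaign, cut at about 18% in these data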;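 further: inhibitors lower polarization as less probe binds the enzyme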
* hit, by the source's call; u = inconclusive; x = no result given; [ ] = another dose, or the depositor's remark. Rows are unselected; overall some 2.2% were active at least once.

The line under a structure holds: MCL1-BIM inh, GLD-1 TGE inh, AGP1-GFP MLPCN, GRK2 aptamer HTS, CIT2 TOR yeast, MEX-5 binding, Bcl-xL primary, VLA-4 inh, Fam108B counter
[1] O=C(NCc1ccc(Cl)cc1)c1cc(=O)[nH]c2ccccc12
 : -2, 1, 102, 0, 100, -2.3, -2, 7, 0
[2] O=C(c1cccc(C(F)(F)F)c1)N1CCC(O)(CS(=O)(=O)Cc2ccccc2Cl)CC1
 : 4, -1, 102, 3, 99, 0.2, 3, 2, 3
[3] COc1ccc(N(CC(=O)NCc2ccc3c(c2)OCO3)S(C)(=O)=O)cc1OC
 : 0, 3, 105, 0, 100, 1.1, 1, -4, 0
[4] O=C(CSc1nnnn1C1CCCC1)Nc1ccccc1N1CCOCC1
 : -3, 3, 107, 1, 95, -2.7, 2, 3, 1
[5] CCC1CCCCN1CC(C)(C)NS(=O)(=O)c1ccccc1 (stereo unspecified)
 : 8, 1, 110, 0, 107, -2.5, 9, -7, 8
[6] CC(=O)c1ccccc1NC(=O)COC(=O)/C=C/c1ccc(C)o1
 : -1, -2, 106, 4, 90, 0.6, 6, 10, -4
[7] O=C(CSc1cccc[n+]1[O-])Nc1ccccc1C(F)(F)F
 : x, -3, 99, 1, 108, x, x, 19, x
[8] COc1ccc(C2CC(C(F)(F)F)n3nc(C(=O)Nc4ccc5c(c4)OCO5)cc3N2)cc1 (stereo unspecified)
 : 1, 3, 99, 0, 105, -0.9, 3, -3, -2
[9] COc1ccc(C)cc1N1CC(C(=O)Nc2ccccc2N2CCCCC2)CC1=O (stereo unspecified)
 : 6, 0, 107, 78*, 106, x, 3, -1, x
[10] CC(=O)Nc1ccc(S(=O)(=O)N[C@@H](C)C(=O)N2CCN(c3ccccn3)CC2)cc1
 : -1, -4, 109, 0, 102, -1.4, 6, -6, -1
[11] CC1(C)CC2CC(C)(CN2C(=O)c2cc(-c3ccccc3)on2)C1 (stereo unspecified)
 : -1, 1, 92, 1, 106, -2.9, -1, 0, 2
[12] Cc1ccccc1OCCCC(=O)Nc1nncs1
 : 7, 3, 105, 0, 100, 0.6, 4, 26, 2
[13] O=C(Nc1ccccc1)OC1CC2CC1C1CCCC21 (stereo unspecified)
 : -6, 7, 107, 1, 98, -0.6, -2, 4, 0
[14] O=C(Cc1ccccc1)Nc1ccccc1C(=O)Nc1ccccc1
 : 2, 2, 87, 2, 94, -2.2, 9, -1, -3
[15] C=CCNc1cc(=O)n(Cc2ccccc2)c(=O)[nH]1
 : 6, 2, 100, 1, 103, -2.3, 4, -10, -2
[16] O=C(N/N=C/c1ccc2c(c1)OCO2)C(=O)N1CCCC1
 : 6, -3, 113, 0, 102, 0.6, 10, 5, 5
[17] O=C(N/N=C/C=C/c1ccco1)c1cccnc1
 : 7, 5, 93, 2, 93, -0.7, 4, 0, -1
[18] CNC(=O)c1ccc(CNC(=O)OCc2ccccc2)cc1
 : -1, -5, 99, 0, 90, -1.3, 3, -7, 4
[19] COc1ccccc1Nc1ccncc1[N+](=O)[O-]
 : 0, 1, 102, 3, 103, -0.9, 2, 6, -5
[20] COc1cc2[nH]c(=S)nc(NCc3ccc(C)cc3)c2cc1OC
 : -6, -3, 99, 1, 99, 0.2, 1, 31, 6
[21] O=[N+]([O-])c1ccc(-c2cn(-c3ccccc3)c(=S)[nH]2)cc1
 : -1, 5, 102, 1, 104, 0.5, -1, 17, 5
[22] CCc1c(C)[nH]n(-c2nc(-c3cccc([N+](=O)[O-])c3)cs2)c1=O
 : 4, 3, 101, 0, 105, -3.3, 6, 18, -8
[23] Cc1cccc(N(CC(=O)N2CCc3ccccc3C2)S(C)(=O)=O)c1C
 : 0, 5, 94, 2, 98, -0.3, 3, 3, 1
[24] Cc1ccc(OCCNC(=O)CCNS(=O)(=O)c2ccc(Br)cc2)cc1
 : 0, 1, 94, 1, 89, 0.0, -1, 5, -2
[25] COC(=O)C1=C(C)OC(N)=C(C#N)C1C1CCCCC1 (stereo unspecified)
 : 0, 4, 94, 2, 97, 0.4, -5, 13, 3
[26] CCOc1ccc(N2C(=O)CC(N(Cc3ccco3)C(=O)CCC(=O)O)C2=O)cc1 (stereo unspecified)
 : 8, 3, 103, 3, 98, 0.2, 6, 6, 0
[27] COc1ccc(NC(=O)C2CCCN2C(=O)NC2CCCCC2)cc1OC (stereo unspecified)
 : 2, -3, 104, 0, 99, -1.2, 3, 21, 1
[28] Cc1ccc(CN2CCc3[nH]c(=S)[nH]c(=O)c3C2)cc1
 : 10, -9, 105, 0, 100, -2.8, 8, 9, 1
[29] O=C(c1cc(-c2ccc(Br)cc2)nc2ccccc12)N1CCN(c2ccccc2O)CC1
 : 7, 1, 112, 0, 108, 0.8, 6, 5, 1
[30] O=C(O)CCc1ccc(S(=O)(=O)Nc2ccccc2C(=O)NCCc2ccccc2)cc1
 : 0, -4, 98, 5, 99, -0.7, 4, 8, 5

Next structures
The line under a structure holds: MCL1-BIM inh, GLD-1 TGE inh, AGP1-GFP MLPCN, GRK2 aptamer HTS, CIT2 TOR yeast, MEX-5 binding, Bcl-xL primary, VLA-4 inh, Fam108B counter
[31] CN1CCC(NC(=O)Nc2cccc(C(F)(F)F)c2)CC1
 : -7, -3, 94, 0, 95, 0.3, -8, 0, -1
[32] O=c1[nH]c(C2CCCN(S(=O)(=O)c3ccc(F)cc3)C2)nc2c1nnn2Cc1ccc(F)cc1 (stereo unspecified)
 : -2, -3, 106, 0, 103, 2.3, -3, -6, 1
[33] CC1Sc2ccc(S(=O)(=O)N3CCC(C(=O)NCCc4ccccc4)CC3)cc2NC1=O (stereo unspecified)
 : -10, 4, 107, 0, 107, 3.3, -2, 11, -4
[34] NC(=O)c1ccccc1OCc1cccc2ccccc12
 : -8, 3, 100, 0, 109, 0.6, 3, 11, -1
[35] CCOc1ccc(C2Nc3ccc4ccccc4c3-c3c2c(=O)oc2ccccc32)cc1 (stereo unspecified)
 : 3, 2, 99, 0, 98, 1.6, 4, -9, -7
[36] Nc1nc(N)nc(-c2ccccc2)n1
 : -2, -3, 77, 0, 79, -0.5, 2, -3, 0
[37] CC(C)CC(=O)Nc1ccccc1N1CCN(c2ccccc2)CC1
 : 3, -2, 101, 0, 98, 1.4, 1, 13, 0
[38] COc1ccc(N2CCN(C(=O)C(C)(C)Oc3ccc(Cl)cc3)CC2)cc1
 : 4, 0, 96, 0, 84, -0.5, 1, 6, 8
[39] CCOCCCNC(=O)/C(C#N)=C/c1ccc(Cl)c([N+](=O)[O-])c1
 : 8, 6, 87, 1, 83, 1.4, 3, 59*, -1
[40] COc1cccc(CCc2nnc(CCC(=O)N(C)C3CC(C)(C)NC(C)(C)C3)o2)c1
 : 7, -2, 103, 4, 97, -1.1, 9, 5, -2
[41] CCC(C)NC(=O)C1CC(c2cccc(OC)c2)=NO1 (stereo unspecified)
 : -2, 3, 102, 3, 99, -1.4, -1, 9, 0
[42] COc1ccc(C2=NN(CCC(=O)NCC3CCCO3)C(=O)CC2)cc1 (stereo unspecified)
 : 2, 2, 96, 4, 107, 0.5, 3, -3, -1
[43] O=C(NC(=S)Nc1ccc(Cl)cc1)c1cncc(Br)c1
 : 5, -1, x, 0, x, 0.4, 8, 15, 2
[44] COc1cc(OC)c(OC)cc1/C=N/NC(=O)c1cnccn1
 : 3, 5, 111, 0, 106, 0.3, 8, 19, -1
[45] O=C(Nc1ccccc1)N1CCC(C(=O)N2CCN(Cc3ccccc3)CC2)CC1
 : 1, -6, 102, 0, 103, x, 1, 15, x
[46] CCS(=O)(=O)N1Cc2ccccc2CC1C(=O)OCC(=O)Nc1ccc(SC(F)F)cc1 (stereo unspecified)
 : -5, -5, 98, 4, 101, -4.1, -7, 20, -8
[47] CCN1CCN(C2=C(NS(=O)(=O)c3ccc(C)cc3)C(=O)c3ccccc3C2=O)CC1
 : 4, 1, 104, 0, 107, -1.2, 14, -2, 0
[48] CCCCNC(=O)c1ccc(CS(=O)(=O)c2cccc(C(F)(F)F)c2)o1
 : -1, 5, 105, 0, x, -0.5, 3, 9, -2
[49] O=C(N=NC(=O)c1ccc2c(O)n(CC3CCCO3)c(O)c2c1)c1cccnc1 (stereo unspecified)
 : 1, 3, 110, 0, 99, -4.8, 2, -22, 2
[50] Cn1nc(C(=O)NCc2ccc(Cl)cc2)c2c1-c1ccccc1S(=O)(=O)C2
 : 4, 3, 98, 1, 103, 0.5, 5, 6, -2
[51] COC(=O)Nc1csc2c1NC(=O)CCCC2
 : 8, -1, 91, 0, 97, 1.7, 4, -2, 2
[52] Cc1ccc(NC(=O)CC(C(=O)O)c2ccccc2)cc1 (stereo unspecified)
 : -3, -3, 105, 0, 97, 1.3, -1, 17, 0
[53] O=C(NNC(=O)c1ccncc1)c1ccncc1
 : 1, 8, 98, 2, 96, 1.1, 2, -8, -2
[54] Cc1ccc(OCCNC(=O)c2ccco2)cc1C
 : -4, -6, 98, 0, 107, -0.8, 2, 1, 3
[55] CCC(C)NS(=O)(=O)c1ccc(NS(=O)(=O)c2ccccc2[N+](=O)[O-])cc1 (stereo unspecified)
 : -7, -1, 116, 0, 105, -2.7, 4, -17, 3
[56] COc1ccc(CCNC(=O)Cc2ccc(Cl)cc2)cc1OC
 : -9, -5, 99, 0, 104, -2.7, -2, 8, 1
[57] CN(C)/C=C/C(=O)c1ccc(N2CCN(c3ncc(C(F)(F)F)cc3Cl)CC2)cc1
 : -99, -60, 19[may fluoresce violet], 1, u, -6.7, -54, 8, 6
[58] COc1ccc(CNc2nccs2)cc1
 : 6, 5, 98, 0, 103, -1.3, 8, 3, -3
[59] COC(=O)c1cccc(NS(=O)(=O)c2ccc(OC)c(C(=O)N3CCOCC3)c2)c1C
 : 4, -5, 96, 0, 103, -0.6, 2, 1, -6
[60] CCC(C)NC(=O)c1ccccc1C(=O)NC(C)CC (stereo unspecified)
 : -2, -4, 95, 5, 99, 0.1, 3, -12, 9
[61] Cc1ccc(N2C(=O)CC(NNc3nc4ccccc4s3)C2=O)cc1 (stereo unspecified)
 : -3, 6, 99, 0, 97, -1.2, 1, 9, 0
[62] CCc1nc2ccc(F)cc2c(C(=O)NC2CCCCC2C)c1C (stereo unspecified)
 : 10, 4, 107, 2, 107, 1.1, 4, 5, -4
[63] CCC(C)C(=O)Nc1cc(C(=O)OC)ccc1C(=O)OC (stereo unspecified)
 : -1, 1, 98, 4, 97, 0.0, 2, -2, 2
